# RTF Ca sens inh: cardiac RTF calcium desensitization | 340,000 tested, 0.12% active | P19429+P45379 | IANBD-labeled cardiac RTF, Ca2+ fluorescence | inhibition, % at 7.15 µM;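 active = inhibition above the mean inhibition of all tested compounds plus 3 SD, cut at about 17% in these data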;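 note: assay run at fixed EC70 calcium of 1.6 mM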
# SR-BI DiI-HDL act: activators of SR-BI mediated HDL lipid uptake | CHO ldlA[mSR-BI] cells, DiI-HDL uptake fluorescence, 3 h; 100 = double the neutral-control signal | activation, % at 12.5 µM | 320,000 tested, 0.096% active | AID 504775;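 active = mean replicate activation of at least 60% and every replicate at or above 60%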;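 note: 0% = median plate neutral-control signal and 100% = twice that signal; values of inactives mirror those of a sister screen read the other way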
#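 Material: SR-BI-overexpressing, LDLR-lacking CHO cells | Dosing: Single compound concentration, delivered by pin transfer | Probe or stimulus: Labelled HDL, 10 µg/mL | Signal: Bottom-read cell fluorescence after medium removal, ex 550/em 595 nm | Schedule: 3 h, 37 °C | Evaluation: HDL uptake via cellular fluorescence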
# Arr AP2 block: inhibitors of human beta-arrestin and AP2 interaction. FITC-arrestin peptide / GST-AP2 beads, flow cytometry; AP2 beta2 appendage carries R879A mutation. inhibition, % at 10 µM. 340,000 tested, 0.31% active;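 active = inhibition above a set limit, near 3 SD of compounds lacking own fluorescence, cut at about 54% in these data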;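 note: plate controls were DMSO wells for no effect and 5 µM unlabelled arrestin peptide for full effect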
#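 Test system: GST-tagged AP2 beta2-adaptin appendage (R879A) on 4 µm glutathione beads; also added: fluorescein-tagged arrestin peptide at 50 nM final; timing: 12 min plus 1 h, RT; signal: flow cytometry, FL1 (488/535 nm); read-out: percent drop in bead-associated FITC signal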
# PKA-R2B activ: PKA-R2B complex activation. activation, % at 11.4 µM. P22694+P31323. AID 504700. PKA-R2B holoenzyme dissociation, Cy5-IP20 fluorescence polarization; R2B truncated from residue 108, S112A mutant; 0% DMSO only, 100% 113 µM cGMP. 340,000 tested, 0.079% active;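 active = activation above a cutoff set at the mean over all compounds plus 3 SD, cut at about 18% in these data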;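 note: higher means more holoenzyme dissociation and a rise in polarization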
# C-LANA FP: blocks KSHV LANA C-terminal domain binding to DNA. AID 504423. inhibition, % at 9 µM. MBP-C-LANA/FAM-LBS DNA binding, fluorescence polarization. 340,000 tested, 0.078% active;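 active = highest replicate inhibition at or above 60% at 9 µM, even if other replicates fall short; inactive = all replicates below 60% inhibition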;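 note: 0% = neutral control wells and 100% = 4 µM acridine orange control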
# DAGLB inh: diacylglycerol lipase beta (human) inhibition; Q8NCG7; HEK293T DAGLB membrane lysate, EnzChek fluorogenic substrate; inhibition, % at 5.17 µM; 340,000 tested, 0.059% active; AID 504411; in the data active = inhibition above about 34%;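 note: 0% = enzyme with vehicle and 100% = wells lacking enzyme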
# PvdQ acylase: blocks Pseudomonas aeruginosa PvdQ acylase activity; purified PvdQ acylase, fluorescence plate reader; inhibition, % at 10 µM; 340,000 tested, 0.063% active; AID 488965; in the data active = inhibition above about 30%, passing the limit was not always enough;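 note: 0% = vehicle neutral wells and 100% = reference inhibitor wells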
# Keap1-Nrf2 PPI: disrupts human Keap1 binding to Nrf2 peptide | 340,000 tested, 0.15% active | inhibition, % at 9.4 µM | Q14145 | Keap1 Kelch-Nrf2 peptide fluorescence polarization, 1536-well; in the data active = inhibition above about 12%;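 note: human Keap1 Kelch domain with fluorescein labeled Nrf2 9mer peptide probe; 0% = neutral control wells and 100% = peptide positive control; higher means more block of Keap1 binding to Nrf2 peptide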
# SR-BI DiI inh: inhibitors of mouse SR-BI mediated HDL lipid uptake; Q61009; AID 488896; inhibition, % at 12.5 µM; ldlA[mSR-BI] CHO cells, DiI-HDL uptake fluorescence, 3 h; 320,000 tested, 0.96% active;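 active = mean replicate inhibition of at least 70% and a set share of replicates each scoring 70 or more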;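 note: 0% = median of neutral control wells and 100% = median of positive control wells; values of inactives mirror those of a sister screen read the other way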
# NSD2 inh: NSD2 (human) methyltransferase inhibition; NSD2 peptide methylation, AlphaScreen, 120 min; inhibition, % at 12.5 µM; 310,000 tested, 0.54% active; AID 743445; in the data active = inhibition above about 50%
# Target sequence (O96028 whole entry, looked up): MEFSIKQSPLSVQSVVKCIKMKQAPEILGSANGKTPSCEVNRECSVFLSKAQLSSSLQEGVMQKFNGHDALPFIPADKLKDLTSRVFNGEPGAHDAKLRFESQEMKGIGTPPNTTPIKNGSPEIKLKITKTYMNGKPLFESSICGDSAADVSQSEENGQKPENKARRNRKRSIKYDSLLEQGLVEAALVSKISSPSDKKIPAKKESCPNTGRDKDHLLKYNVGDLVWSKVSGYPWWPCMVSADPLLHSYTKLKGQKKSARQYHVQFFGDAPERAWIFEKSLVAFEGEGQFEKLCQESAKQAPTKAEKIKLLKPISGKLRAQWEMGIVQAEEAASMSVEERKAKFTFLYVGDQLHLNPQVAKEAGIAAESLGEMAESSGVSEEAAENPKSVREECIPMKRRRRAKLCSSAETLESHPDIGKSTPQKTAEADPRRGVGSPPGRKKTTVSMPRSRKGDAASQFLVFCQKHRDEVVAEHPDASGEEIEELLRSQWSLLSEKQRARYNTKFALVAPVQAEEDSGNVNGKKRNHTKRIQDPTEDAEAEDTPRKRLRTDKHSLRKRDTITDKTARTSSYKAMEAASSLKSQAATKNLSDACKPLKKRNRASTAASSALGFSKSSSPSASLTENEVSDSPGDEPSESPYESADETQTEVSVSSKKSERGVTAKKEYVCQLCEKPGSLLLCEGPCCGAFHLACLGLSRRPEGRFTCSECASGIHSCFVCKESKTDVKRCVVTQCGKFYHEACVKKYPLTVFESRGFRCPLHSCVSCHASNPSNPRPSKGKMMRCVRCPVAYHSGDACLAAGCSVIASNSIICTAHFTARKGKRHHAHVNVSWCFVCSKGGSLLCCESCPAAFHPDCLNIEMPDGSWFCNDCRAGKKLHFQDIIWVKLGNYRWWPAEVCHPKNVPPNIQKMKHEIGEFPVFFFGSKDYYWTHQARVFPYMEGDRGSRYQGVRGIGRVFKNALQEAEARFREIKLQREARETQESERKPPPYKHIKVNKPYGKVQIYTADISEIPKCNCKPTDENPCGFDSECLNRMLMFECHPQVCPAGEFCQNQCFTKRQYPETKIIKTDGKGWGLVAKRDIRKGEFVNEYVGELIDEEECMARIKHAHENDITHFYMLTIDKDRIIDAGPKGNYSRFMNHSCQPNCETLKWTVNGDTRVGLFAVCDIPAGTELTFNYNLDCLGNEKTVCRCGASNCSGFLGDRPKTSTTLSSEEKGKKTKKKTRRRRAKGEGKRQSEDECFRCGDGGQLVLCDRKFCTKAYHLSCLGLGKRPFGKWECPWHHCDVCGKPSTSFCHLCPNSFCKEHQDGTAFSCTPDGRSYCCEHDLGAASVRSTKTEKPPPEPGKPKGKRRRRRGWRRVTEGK
# Numbers without * were called inactive; x = not tested or not shown. This is a random part of the collection. About 2.1% of those tested had a hit in this group.
canonical_smiles	PKA-R2B activ	DAGLB inh	Arr AP2 block	Keap1-Nrf2 PPI	NSD2 inh	SR-BI DiI-HDL act	C-LANA FP	RTF Ca sens inh	PvdQ acylase	SR-BI DiI inh
CN1CCN(CCCNC(=S)Nc2ccc(F)c(Cl)c2)CC1	0	4	20	-2	-1	8	0.7	-9	-10	-8
COc1ccc(/C=C/C(=O)NNc2c(F)c(F)cc(F)c2F)cc1OC	3	1	-4	-3	0	-26	0.1	0	15	26
COC(=O)c1c(C)[nH]c(C(=O)C(C)Sc2nnc(-c3cc(OC)c(OC)c(OC)c3)o2)c1C (configuration not stated)	-9	0	-10	-8	16	-9	-1.2	-4	-7	9
CCOC(=O)N1CCN(C(=O)c2ccc3nc4cc(Cl)ccc4c(=O)n3c2)CC1	-3	3	-1	0	-2	11	-0.5	-2	-10	-11
CC(Oc1ccc(Cl)cc1Cl)c1ccnc2nc(N3CCOCC3)nn12 (configuration not stated)	-8	-2	-2	0	-2	-15	-1.3	-8	-13	15
CCOC(=O)N1CCN(C(=O)CSc2nc3c(cnn3-c3ccc(Cl)cc3)c(=O)[nH]2)CC1	-13	-1	8	-5	x	3	-2.7	-4	-13	-3
CN(C)Cc1c(O)ccc2c(=O)c(-c3ccccc3)c(C(F)(F)F)oc12	-8	-1	6	2	0	9	0.8	-5	-8	-9
O=C(C1=C[C@@H](c2ccc(Br)cc2)C[C@@H](OCCCCO)O1)N1CCN(Cc2ccc3c(c2)OCO3)CC1	-13	-4	-6	-6	x	-14	0.3	-7	-17	14
COc1ccc(OC)c(N(CC(=O)Nc2ccccc2)S(C)(=O)=O)c1	-6	1	-23	0	-2	-20	2.4	-10	-16	20
CC1CN(C(=O)CCC(=O)NCCc2ccccc2)c2ccccc2O1 (configuration not stated)	-5	2	9	4	x	5	1.4	-5	-1	-5
Fc1cccc(Cl)c1Cn1nnc2c(N3CCC4(CC3)OCCO4)ncnc21	1	4	5	1	-1	-1	2.3	-13	3	1
CN(C)CCN(C(=O)C1CCN(S(=O)(=O)c2cccs2)CC1)c1nc2ccc(F)cc2s1	5	0	-9	-9	4	4	0.7	2	-10	-4
Cc1ccc(-c2nnn(CC(=O)N(CC(=O)NC3CCCC3)c3cccc(F)c3)n2)o1	3	-2	18	-3	2	-69	-0.3	-10	-2	69
Oc1cccc(C(Nc2nccs2)c2ccc3cccnc3c2O)c1 (configuration not stated)	1	4	27	-1	1	-19	1.9	6	8	19
Cc1ccc(NC2CCCN(C(=O)CSc3ccncc3)C2)cc1C (configuration not stated)	3	1	-2	-3	2	18	-0.3	-2	-18	-18
Nc1ccc(-n2cnc3cc([N+](=O)[O-])ccc32)cc1	-1	3	-3	-6	-1	9	-0.4	2	-13	-9
CN1C(=O)c2ccc(NC(=O)c3ccc(N4CCCCC4)c([N+](=O)[O-])c3)cc2C1=O	-4	0	-7	4	0	-45	0.7	4	-2	45
Cn1nnc2cc(NC(=O)NCc3ccc4c(c3)OCO4)ccc21	2	-1	21	1	-1	0	3.5	5	4	0
COCC1CCN(C(=O)c2cc(COc3ccc(C)c(C)c3)on2)C1 (configuration not stated)	-5	1	-7	0	0	17	-1.9	2	-8	-17
O=S(=O)(c1ccc(Br)cc1F)N1CC[C@H](O)C1	9	-2	3	2	x	20	-1.1	-2	-9	-20
COC(=O)c1cc(C)sc1NC(=O)C1C2C=CC(CC2)C1C(=O)O (configuration not stated)	-7	1	5	2	-3	2	0.2	-7	-2	-2
CCCCCCCCN1[C@@H](CC(=O)OC)c2cc(F)ccc2S1(=O)=O	2	-10	7	2	x	3	1.4	1	-10	-3
O=C(Nc1ccc(-c2nc3ccccc3s2)c(OC(=O)c2ccccc2)c1)c1ccccc1	-4	0	6	1	0	1	-1.0	6	-6	-1
CN(C)c1cc[n+](CC(=O)N2CCCc3ccccc32)cc1	-3	-1	0	-3	1	16	-2.8	-17	-15	-16
CCCc1[nH][nH]c(=O)c1C(c1ccc(Cl)cc1)C(C#N)C#N (configuration not stated)	1	1	-10	1	19	-20	1.2	2	-12	20
O=C(NCCCN1CCN(CCCNC(=O)c2ccc(F)cc2)CC1)c1ccc(F)cc1	5	1	-11	-7	-3	-13	-1.7	1	-8	13
O=C(NCCCn1ccnc1)c1ccc(NS(=O)(=O)c2cccc([N+](=O)[O-])c2)cc1	-4	-1	29	-1	-1	16	0.4	-22	3	-16
CC1(C)C(=O)Nc2ccccc2N1C(=O)COC(=O)CNS(=O)(=O)c1ccc(Br)cc1Cl	7	2	-5	-6	17	13	-0.4	-1	-18	-13
COc1cccc(NC(=O)c2sc3nc4n(c(=O)c3c2C)CCC4)c1	-17	2	8	-3	-5	-16	1.3	-4	23	16
COC(=O)Cc1nnc(NC(=O)C(C)C)s1	-5	-1	11	-6	1	25	1.1	-5	-3	-25
COc1ccc(NC(=O)c2cc(-c3ccccc3Cl)no2)cc1	-12	-11	22	-2	-13	-5	1.9	5	7	5
O=C(NCCc1ccccc1)C(=O)NCC1OCCN1S(=O)(=O)c1cccs1 (configuration not stated)	0	1	-10	-4	-1	-1	-0.3	-6	-11	1
COCCN(C(=O)COC(=O)CCC1CCCC1)c1c(N)n(Cc2ccccc2)c(=O)[nH]c1=O	-2	-1	17	2	-1	17	0.0	4	-1	-17
Cc1ccc(/C=C/C(=O)Nc2nc3ccccc3[nH]2)cc1	7	4	-3	0	-2	4	-1.8	-8	-4	-4
CCOc1ccc(N(CC(=O)NCCSCc2ccc(C)cc2)S(C)(=O)=O)cc1	-6	1	14	2	-1	10	0.2	-3	-13	-10
CC[n+]1c(-c2ccc(C)cc2)csc1Nc1c(C)n(C)n(-c2ccccc2)c1=O	9	1	5	-10	11	4	2.1	1	-12	-4
CC(C)NC(=O)/C(C#N)=C/c1ccc2c(c1)OCCO2	2	-2	-2	-8	3	11	-1.2	-6	30	-11
CCCn1c(SCC(=O)Nc2cccc(C)n2)nnc1C(C)C	x	x	-16	-2	-3	5	0.9	x	-3	-5
Cc1ccc(Sc2ncccc2/C=N/O)cc1	1	-3	-1	-3	0	1	-2.3	4	-17	-1
Cc1nnc(SCC(=O)Nc2cc(C(F)(F)F)ccc2N2CCOCC2)o1	3	1	-7	-5	3	10	-2.7	-14	-15	-10
CC(=O)Nc1ccc(S(=O)(=O)Nc2ccc3nc(C)sc3c2)cc1	-1	-1	-18	-3	0	6	0.0	-3	-12	-6
CCCN(CCC)c1nc2c(C)cccn2c(=O)c1/C=C1/SC(=S)N(Cc2ccco2)C1=O	-8	-7	3	-6	x	-7	-7.1	-57	-13	7
N#Cc1ccccc1NC(=O)CN1CCN(c2ccccn2)CC1	8	-3	-3	-6	-3	9	0.1	-6	-14	-9
Cc1cc2c(cc(C(=O)OCC(=O)NC3CCCCC3)n2C)o1	-8	1	-1	-1	-2	-7	0.3	-8	5	7
O=C(COc1ccccc1)Nc1c2c(nn1-c1ccccc1)CS(=O)(=O)C2	-3	-2	5	3	-4	7	0.9	1	-10	-7
Cc1ccc(CC(NC(=O)c2ccccc2)C(=O)NCC(=O)O)cc1 (configuration not stated)	-2	3	-13	-2	-4	21	0.4	3	-4	-21
N#CCCN(Cc1cccnc1)C(=O)c1ccc(S(=O)(=O)N2CCOCC2)cc1	-19	-3	31	4	0	34	-1.6	-7	9	-34
O=C(CC(Nc1cccc(Cl)c1Cl)C(=O)OCC(=O)c1cccs1)c1ccccc1 (configuration not stated)	-1	-7	4	-2	-1	-23	-1.3	-3	-9	23
COc1cc2c(cc1OC)CN(C(=O)COc1ccc(C)c(C)c1)CC2	4	-6	16	-3	x	3	-0.2	10	1	-3
COc1ccccc1Nc1nc2nonc2nc1N1CCC(C)CC1	7	1	7	-4	10	-52	-0.9	-12	7	52
COc1ccc(C(=O)NC(C(=O)NCC(=O)Nc2c(C)cccc2C)C(C)C)cc1 (configuration not stated)	-3	0	-1	-6	0	16	-0.7	-11	-6	-16
OCCn1cnc2c(SCc3ccccc3)ncnc21	14	-1	54	1	44	-8	-1.1	3	5	8
Cc1ccn2c(/C=N/OCc3cccc(F)c3)c(-c3ccc(Cl)cc3)nc2c1	-6	-5	7	-7	-2	-78	0.0	-6	5	78*
O=C(c1cccc(NS(=O)(=O)c2cccc(F)c2)c1)N1CCN(c2ccccc2)CC1	-11	3	-11	-2	2	-35	-0.5	-17	-20	35
COc1cc(C)ccc1OCC(=O)OCC(=O)c1cc(C)n(CC2CCCO2)c1C (configuration not stated)	-3	-1	32	2	3	-13	1.4	0	-6	13
Cc1c(C)c2ccc(OCC(=O)NCCN3CCOCC3)cc2oc1=O	-9	-1	-20	-2	-2	2	-0.4	-6	-15	-2
CCOC1=NS(=O)(=O)c2ccccc21	4	1	2	-3	0	-25	0.2	-9	-3	25
C=CCn1c(SCCNC(C)=O)nc2cc(-c3ccccc3)sc2c1=O	-3	-2	-2	-2	-4	-38	-1.8	-2	-11	38
Cc1cc(S(=O)(=O)N2CCCC2)ccc1OCC(=O)NCc1ccccn1	2	1	-1	-2	-4	9	-1.5	3	-4	-9
NS(=O)(=O)c1ccc(-c2ccc(C=NC3CCS(=O)(=O)C3)o2)cc1 (configuration not stated)	-2	0	-2	-3	7	6	1.5	-7	-12	-6

# (cont.)
canonical_smiles	PKA-R2B activ	DAGLB inh	Arr AP2 block	Keap1-Nrf2 PPI	NSD2 inh	SR-BI DiI-HDL act	C-LANA FP	RTF Ca sens inh	PvdQ acylase	SR-BI DiI inh
COC(=O)c1cccc(NC(=O)c2cnccn2)c1	7	2	-9	-6	0	4	-0.5	-7	-12	-4
Cn1c(NCc2ccccc2)nc2c1c(=O)n(Cc1ccccc1)c(=O)n2C	4	2	6	-2	3	-25	0.6	1	13	25
NC1=NN(c2ccccc2)C(=O)C1	-2	1	26	-1	1	4	-3.6	0	-5	-4
CCOC(=O)CSC1=C(C#N)C(=O)NC(c2ccc(OC)c(OC)c2)S1 (configuration not stated)	-3	-1	3	1	0	13	0.8	-12	-2	-13
COc1ccc(S(N)(=O)=O)cc1C(=O)OCCCOc1ccc(F)cc1	-2	-1	0	2	-2	-34	1.9	-9	-19	34
Cc1ccc(-c2cnc3ccccc3n2)cc1C	-6	-19	29	-3	-2	5	0.0	0	15	-5
CN(C)S(=O)(=O)c1ccc(C(=O)Nc2nnc(-c3ccco3)o2)cc1	6	0	0	-3	0	4	-0.1	-17	8	-4
